Screening data (PubChem BioAssay)
DNMT1 block = human DNMT1 methyltransferase inhibitors, primary screen, biochemical, molecular beacon, fluorescence, HinP1I cleavage, uHTS. DNA (cytosine-5)-methyltransferase 1 (Homo sapiens), P26358. AID 588458, 2011. inhibition (reported as % activation of signal), % at 10 µM. 360,000 compounds, 0.83% hits; in the data active = inhibition above about 50%
LMPTP block = LMPTP phosphatase inhibitors, primary screen, biochemical, fluorescence intensity, uHTS. Low molecular weight phosphotyrosine protein phosphatase (Homo sapiens), P24666. recombinant LMPTP-A, OMFP fluorogenic substrate. inhibition, % at 20 µM. 360,000 compounds, 0.22% hits;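 active = compounds that cut the enzyme signal by at least half of the control window in the single-dose screen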;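 also: plate controls were DMSO wells with enzyme plus substrate for no effect and substrate without enzyme for full effect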
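Test system: LMPTP-A phosphatase enzyme; input: 0.625 nM LMPTP-A final; reagent: OMFP substrate, 400 µM final; compound dosing: 20 µM single dose, 3% DMSO; incubation: 50 min dark incubation at room temperature; measured by: endpoint fluorescence intensity from OMFP dephosphorylation; measure: % inhibition relative to no-enzyme and uninhibited control wells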
eLon inh = inhibitors of E. coli Lon protease, primary screen, biochemical, fluorescence polarization; inhibition, % at 7.94 µM; P0A9M0; 360,000 compounds, 0.42% hits; purified E. coli Lon protease; in the data active = inhibition above about 13%, passing the limit was not always enough;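 also: 0% = enzyme with probe and DMSO and 100% = no enzyme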
Target sequence (P0A9M0 whole entry, looked up): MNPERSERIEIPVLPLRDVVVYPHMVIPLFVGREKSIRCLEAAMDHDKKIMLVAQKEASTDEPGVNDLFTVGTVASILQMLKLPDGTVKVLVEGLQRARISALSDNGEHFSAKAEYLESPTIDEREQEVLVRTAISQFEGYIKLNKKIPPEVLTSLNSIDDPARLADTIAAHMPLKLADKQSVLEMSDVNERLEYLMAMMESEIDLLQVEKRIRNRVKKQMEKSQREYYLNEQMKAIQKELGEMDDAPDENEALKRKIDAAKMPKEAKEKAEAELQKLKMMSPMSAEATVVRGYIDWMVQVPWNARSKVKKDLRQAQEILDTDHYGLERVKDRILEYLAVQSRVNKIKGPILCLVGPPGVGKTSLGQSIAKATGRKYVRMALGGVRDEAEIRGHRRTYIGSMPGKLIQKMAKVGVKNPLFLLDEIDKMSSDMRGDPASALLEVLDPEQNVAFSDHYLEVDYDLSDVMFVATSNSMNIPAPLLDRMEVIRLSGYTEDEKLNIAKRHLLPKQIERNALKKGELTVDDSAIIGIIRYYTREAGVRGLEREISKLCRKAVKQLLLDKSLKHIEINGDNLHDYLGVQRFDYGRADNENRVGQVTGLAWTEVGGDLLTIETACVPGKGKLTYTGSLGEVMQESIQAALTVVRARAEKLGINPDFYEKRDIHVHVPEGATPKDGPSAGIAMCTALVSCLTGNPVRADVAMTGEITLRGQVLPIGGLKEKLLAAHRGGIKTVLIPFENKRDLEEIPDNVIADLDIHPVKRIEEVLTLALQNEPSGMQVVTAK
Scp-1 inhibitor = Scp-1 phosphatase inhibitors, primary screen, biochemical, colorimetric, uHTS; Carboxy-terminal domain RNA polymerase II polypeptide A small phosphatase 1 (Homo …; Recombinant Scp1, phosphopeptide, malachite green phosphate absorbance; inhibition, % at 20 µM; 340,000 compounds, 0.88% hits; AID 493091, 2011;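 active = inhibition above about 50% at 20 µM, limit read from the data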;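 also: plate controls were DMSO wells with enzyme for no effect and wells lacking enzyme for full effect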
Target sequence (Q9GZU7 76-261 limits assumed): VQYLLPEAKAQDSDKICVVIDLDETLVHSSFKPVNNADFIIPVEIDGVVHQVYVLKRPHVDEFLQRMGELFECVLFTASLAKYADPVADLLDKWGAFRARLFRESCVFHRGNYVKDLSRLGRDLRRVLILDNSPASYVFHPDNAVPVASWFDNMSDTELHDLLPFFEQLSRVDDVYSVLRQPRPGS
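assay system = SCP-1 phosphatase catalytic domain, residues 76-261 | buffer or medium = 50 mM Tris acetate pH 5.5, 0.005% Tween-20, 10 mM MgCl2 | incubation = enzyme reaction 45 min at room temperature, colour 5 min, stabilisation 30 min | signal = Phosphate-binding colour reagent, absorbance read at 630 nm | measure = % inhibition at 20 µM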
SUMO1 PPI mod = modulators of SUMO1 protein-protein interactions, primary screen, biochemical, uHTS. 360,000 compounds, 0.33% hits. AID 602429, 2012. Small ubiquitin-related modifier 1 (Homo sapiens), P63165. inhibition, % at 20 µM. SUMO1 binding to a labelled peptide, TR-FRET, 1 h; in the data active = inhibition above about 37%
Target sequence (P63165 whole entry, looked up): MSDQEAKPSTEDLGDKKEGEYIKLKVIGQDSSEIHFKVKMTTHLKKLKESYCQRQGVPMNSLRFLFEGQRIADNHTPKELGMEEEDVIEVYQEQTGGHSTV
TbMetRS inhib = T. brucei MetRS inhibitors, primary screen, biochemical, luminescence | methionyl-tRNA synthetase (Trypanosoma brucei brucei) | purified T. brucei MetRS, ATP depletion, Kinase-Glo luminescence | inhibition, % at 11.9 µM | 360,000 compounds, 0.4% hits;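 active = inhibition above a per-plate cutoff of the control wells' mean inhibition plus 3 SD, cut at about 5.5% in these data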;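 also: 0% = DMSO wells median and 100% = median of wells with control inhibitor compound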
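System: purified T. brucei MetRS enzyme / Detection: Kinase-Glo luciferase luminescence reporting remaining unconsumed ATP / Medium: HEPES buffer with MgCl2, KCl, DTT, spermine, BSA, pyrophosphatase / Replication: singlicate, one well per compound / Evaluation: percent inhibition relative to median high and low control wells / Schedule: 2 h aminoacylation at 25 °C after 15 min preincubation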
MsrA act = bovine MsrA enzyme activators, primary screen, biochemical, absorbance, HTS; Methionine sulfoxide reductase A (Bos taurus); purified bovine MsrA, absorbance read-out; activation, % at 10.6 µM; 360,000 compounds, 0.3% hits; AID 602163, 2012; in the data active = activation above about 7.5%;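 also: 0% = vehicle and 100% = reference activator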
MsrA inhibitor = bovine MsrA enzyme inhibitors, primary screen, biochemical, absorbance, HTS; Methionine sulfoxide reductase A (Bos taurus); purified bovine MsrA, absorbance read-out; inhibition, % at 15.5 µM; 360,000 compounds, 0.75% hits; in the data active = inhibition above about 4.5%;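 also: 0% = vehicle wells with enzyme and 100% = reference inhibitor wells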
NRP1-CendR mod = modulators of CendR peptide binding to NRP-1, primary screen, biochemical, fluorescence polarization, uHTS. 360,000 compounds, 0.85% hits. inhibition, % at 25 µM. Neuropilin-1 (Homo sapiens), O14786. FAM-RPARPAR peptide binding to NRP-1;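 active = inhibition or corrected inhibition above about 18%, plus a signal ratio from 0.5 to 1.5, limit read from the data, passing the limit was not always enough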; also: strong numbers were not always called active
STEP inh = STEP phosphatase inhibitors, primary screen, biochemical, fluorescence intensity, uHTS. 360,000 compounds, 0.25% hits. recombinant STEP, OMFP fluorogenic substrate. Tyrosine-protein phosphatase non-receptor type 5 (Homo sapiens), P54829. AID 588621, 2011. inhibition, % at 20 µM;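 active = inhibition at 20 µM, scaled per plate between control wells, above about 37%, limit read from the data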;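 also: 0% = DMSO with enzyme and substrate and 100% = substrate only without enzyme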
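Test system: STEP tyrosine phosphatase / Reagent: OMFP at 25 µM / Doses: 20 µM, 1% DMSO / Read-out: percent inhibition scaled to no-enzyme and uninhibited-enzyme controls, plate-pattern corrected / Detection: FITC-channel fluorescence of OMFP product / Medium: Bis-Tris buffer pH 6.0, 2.5 mM DTT, 0.005% Tween 20 / Schedule: 20 min at room temperature, dark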
Starred values were filed as active, the others as inactive; / = no result given.

SMILES,NRP1-CendR mod,DNMT1 block,LMPTP block,Scp-1 inhibitor,MsrA act,eLon inh,MsrA inhibitor,TbMetRS inhib,SUMO1 PPI mod,STEP inh
COc1ccc(N(C(=O)CS(=O)CC(=O)Nc2ccc(F)cc2)C(C(=O)NC2CCCCC2)c2cccs2)cc1 (centres undefined),13,16,2.0,-3,-3,-5,-0.3,-0.7,0,-1
Cn1c(CCN2CCCCC2)nc2cc(NC(=O)COc3ccc([N+](=O)[O-])cc3)ccc21,-1,-1,17,-7,-3,6,0.3,0.3,-17,6
COc1ccc(CCN2CC(O)=C(c3nc(C)cs3)C2=N)cc1OC,-15,0,-1.5,0,-7,-2,1.3,-0.3,3,-5
COc1ccc(C(O)c2ncc(-c3ccccc3OC)[nH]2)cc1F (centres undefined),-4,-4,0.3,/,-1,-2,0.7,0.0,3,1
c1ccc(CCNCCCOc2cccc3ccccc23)cc1,-3,0,1.0,6,-5,5,-0.5,-0.1,-8,-1
CCc1ccc(CCC(=O)Nc2ccc(OC)cc2)o1,3,0,0.0,-6,0,7,-0.9,-0.5,1,3
Cn1c(Cc2ccccc2)nnc1SCC(=O)c1cccs1,4,1,1.0,-3,3,4,1.3,-0.2,1,-5
COc1ccc(NC(=O)COC(=O)C2CCC2)cc1Cl,-5,-2,0.0,1,-2,-9,-0.4,0.0,-9,-2
Cc1cccc(N(CC(=O)NC2CCCCC2)C(=O)CCCC(=O)Nc2ccccn2)c1,7,1,0.6,-12,-3,1,-1.1,-0.6,6,-1
CCCCN(C(=O)c1ccc(-c2ccc([N+](=O)[O-])cc2)o1)c1c(N)n(CCCC)c(=O)[nH]c1=O,-1,10,-5.2,4,-5,2,1.7,-0.4,-21,-4
CC12CCC(C(=O)N(CCC#N)CCC#N)(CC1=O)C2(C)C (centres undefined),-3,0,-0.2,1,-2,1,-1.5,0.4,1,1
O=C(CSc1ccc(-c2cccnc2)nn1)Nc1ccc(F)cc1,-6,-1,0.0,-3,0,0,-1.1,0.3,1,-1
Cc1ccc(C(=O)N2CCN=C2SCc2ccc([N+](=O)[O-])cc2)cc1C,-20,0,1.3,5,-5,-1,-1.2,-0.8,-20,11
O=C(OC1CCOC1=O)c1ccc2ncsc2c1 (centres undefined),0,-1,0.2,2,3,-1,-0.1,-1.1,-2,-4
O=C(c1ccc(Cl)c(S(=O)(=O)Nc2ccccc2C(=O)N2CCc3ccccc3C2)c1)N1CCc2ccccc2C1,-2,-14,1.4,-8,-7,-1,0.0,0.4,9,-1
COc1ccc(/C=C/C(=O)NCCOc2ccccc2OC)cc1,-3,-2,-0.2,-5,-3,-4,-0.7,-0.1,-11,-1
CCOC(=O)c1cc(-c2ccc(Cl)s2)[nH]n1,9,2,1.1,-18,-2,13,-1.9,0.2,0,-1
COc1ccccc1S(=O)(=O)CC(O)COc1ccc(C#N)cc1 (centres undefined),16,-4,0.1,-8,1,-7,-0.1,-0.4,2,-1
CCN1CCN(c2ccc(S(=O)(=O)N3CCCCC3)cc2N)CC1,-7,-1,-1.4,-2,-2,12,1.1,-0.3,-8,-3
COc1ccc(N2CC(C)(C)[C@H](CC(=O)Nc3ccccc3)C2=O)cc1,-10,5,-1.8,/,-4,-7,-0.6,0.2,-2,-1
CC(=O)Nc1ccc(S(=O)(=O)Nc2nc3ccccc3nc2Nc2ccc(C(=O)O)c(O)c2)cc1,15,77*,7.7,87*,-6,14,2.2,0.1,57*,12
COc1cc2c(cc1/C=C/C(=O)O)OC(C)C2 (centres undefined),4,2,0.1,-2,-1,-6,2.4,-0.3,0,-2
CCOc1ccc(-c2nnc3ccc(SCC(=O)N4CCCCC4)nn23)cc1,-4,3,-0.7,-2,0,7,0.5,-0.2,-23,-4
Brc1ccc(-c2nnc(-c3ccccc3)o2)o1,1,7,-0.6,3,-2,14,-0.6,-0.5,-7,-1
CCNc1nc2cccnc2s1,0,1,-0.9,-15,-4,-6,-0.7,-0.3,2,-3
O=[N+]([O-])c1ccc(NCc2ccc3c(c2)OCO3)cc1,2,3,2.1,-14,-1,-8,0.1,0.5,-15,0
Cc1nc2ccccc2c(=O)n1NC(=O)c1ccc(C(C)(C)C)cc1,-1,-1,-0.3,-4,-4,-4,-0.7,-1.3,-4,0
COc1ccccc1N(C)S(=O)(=O)c1ccc(C(=O)N(C)Cc2cccc(F)c2)cc1,-13,-7,-1.1,/,2,-1,-0.9,-0.1,3,-2
O=C(CCC1CCCCC1)Nc1ccccc1-c1ccccc1,2,4,2.0,-7,-3,5,0.0,-0.2,-3,3
O=C1NC(c2cccs2)Nc2sc3c(c21)CCCC3 (centres undefined),-21,6,-0.7,13,-3,12,0.9,-0.9,11,0
NC(=O)C1CCCN1 (centres undefined),22*,-1,-0.3,-8,-4,7,-1.8,-0.3,2,-4
CC(C)CC(=O)Nc1ncc([N+](=O)[O-])s1,-4,5,7.2,-6,-1,6,2.6,0.1,-12,2
CCCCCCCCCCCCC(NC(C)=O)(C(=O)OCC)C(=O)OCC,3,3,-1.4,-2,-12,4,-0.3,-2.1,-3,-4
O=S(=O)(Cc1ccc(Cl)cc1)CC(O)COCc1ccccc1 (centres undefined),1,0,-1.3,-9,1,1,-0.5,0.1,0,2
Cc1nc2ncnn2c(N2CCC(C(=O)NCC3CCCO3)CC2)c1Cc1ccccc1 (centres undefined),-1,1,-1.9,-3,-3,-3,/,-1.3,0,-5
CCO[C@@H]1OC(C(=O)O)=C[C@H](C2CC2)[C@H]1CCCO,-8,0,-0.2,1,-4,7,-0.5,-0.3,-5,-3
CCOC(=O)c1c(NC(=O)c2cc(C(C)C)on2)sc(C(C)=O)c1C,6,6,-1.9,-5,2,-1,-0.3,-0.4,-4,1
CCOC(=O)C1=C(COC(=O)/C=C/c2cccc(F)c2)NC(=O)NC1C (centres undefined),7,2,-1.2,-12,-3,8,0.4,0.2,-12,2
COc1cc(C(=O)OC(C)CN2CCN(C)CC2)cc(OC)c1OC (centres undefined),6,1,-0.3,-5,-1,-1,0.7,-0.1,-2,-4
COc1ccc(C(=O)NCC(=O)OCC(=O)N(C)c2ccccc2)cc1,9,-1,-1.5,-1,-9,0,-0.6,-0.9,-1,0
COc1ccc(NS(=O)(=O)c2c(C)[nH]c(=O)[nH]c2=O)cc1OC,-3,2,-0.1,-4,-3,2,-0.1,0.4,9,3
COc1cccc2c3c(c(C)nc12)CCN3c1ccccc1,-11,6,1.1,-5,-2,2,1.9,1.3,-22,-1
CC(=O)c1cccc(NC(=O)C2CCCN(S(=O)(=O)c3cccc4nonc34)C2)c1 (centres undefined),-26,5,0.4,1,-1,1,-1.5,-0.4,-14,1
O=C(NC1CC1)C1CCN(C2CCN(C(=O)CC3=CCCCC3)CC2)CC1,0,-4,1.9,-6,-2,3,1.8,-0.5,0,0
Cc1ccc(S(=O)(=O)Nc2cc(=O)[nH]c(SCC(=O)Nc3ccccc3C(F)(F)F)n2)cc1,4,2,-0.8,-8,-3,3,1.4,-0.6,0,-3

3 compounds already listed, arranged by the number in MsrA act, largest number first.
canonical_smiles	NRP1-CendR mod	DNMT1 block	LMPTP block	Scp-1 inhibitor	MsrA act	eLon inh	MsrA inhibitor	TbMetRS inhib	SUMO1 PPI mod	STEP inh
CCOC(=O)c1c(NC(=O)c2cc(C(C)C)on2)sc(C(C)=O)c1C	6	6	-1.9	-5	2	-1	-0.3	-0.4	-4	1
Cc1ccc(S(=O)(=O)Nc2cc(=O)[nH]c(SCC(=O)Nc3ccccc3C(F)(F)F)n2)cc1	4	2	-0.8	-8	-3	3	1.4	-0.6	0	-3
CCO[C@@H]1OC(C(=O)O)=C[C@H](C2CC2)[C@H]1CCCO	-8	0	-0.2	1	-4	7	-0.5	-0.3	-5	-3

The list continues:
SMILES,NRP1-CendR mod,DNMT1 block,LMPTP block,Scp-1 inhibitor,MsrA act,eLon inh,MsrA inhibitor,TbMetRS inhib,SUMO1 PPI mod,STEP inh
Cc1ccc(N2C(=O)c3ccc(C(=O)N4CCN(c5cccc(C)c5C)CC4)cc3C2=O)cc1,-4,1,3.3,-4,-3,1,1.9,0.2,-8,1
COC(=O)[C@]1(Cc2ccccc2)N[C@H](CN(C)S(=O)(=O)c2ccc(C(F)(F)F)cc2)[C@@H]2C(=O)N(Cc3ccccc3)C(=O)[C@@H]21,2,0,-1.8,-8,-1,-1,1.4,-0.8,2,3
COc1ccc(N2CCN(C(=O)CNC(=O)c3ccc4ccccc4c3)CC2)cc1,14,18,-1.5,-2,-3,-2,0.3,-0.2,-1,-3
COCCNC(=O)C1(C)Oc2ccccc2NC1=O (centres undefined),2,3,0.6,-6,-1,0,0.0,-0.1,-6,0
NC(=O)NC(=O)CN1C(=O)NC2(CCOc3ccccc32)C1=O (centres undefined),13,2,-0.3,-6,-3,-4,1.8,-0.5,4,-3
COc1ccc2nc(SCC(=O)NCCc3ccccc3)[nH]c2c1,2,1,-0.4,-10,-3,1,-0.6,-0.1,5,-1
CC(C)CCNC(=S)Nc1ccc(F)cc1,1,4,0.2,-2,0,-14,0.1,0.1,0,3
CC(C)CNC(=O)C1CCCN1S(=O)(=O)c1ccc(Cl)cc1 (centres undefined),3,0,-2.3,3,-8,-2,-0.3,-1.1,0,-4
CC(C)(C)c1ccc(C(=O)NCC(=O)N/N=C/c2cccnc2)cc1,-5,2,-0.9,-3,-1,3,-0.2,-0.2,-3,-1
Cc1cc(NC(=O)CSc2nnc(-c3ccoc3C)n2N)no1,1,-1,0.7,10,-6,2,-0.8,-1.7,-11,0
C(=N\Nc1ccc2ccccc2n1)/c1ccc2c(c1)OCO2,0,-2,3.9,9,0,-3,1.1,-0.2,-12,2
COC(=O)c1ccc(-n2c(C)cc(C(=O)CSc3cccc[n+]3[O-])c2C)cc1,8,0,0.5,2,0,-1,1.8,0.5,0,2
